# SKN-1 inh: C. elegans SKN-1 inhibition | C. elegans VP596 Pgst-4::GFP/RFP ratio, acrylamide-induced, 24 h | inhibition, % at 21.8 µM | 360,000 tested, 0.49% active | AID 624304;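 active = interference check ratio from 0.5 to 1.5 plus GFP to RFP signal ratio inhibition reaching or exceeding a fixed threshold, cut at about 30% in these data, passing the limit was not always enough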; also: some compounds called inactive have numbers as strong as hits
# FAS-TE inh: FAS thioesterase (human) inhibition. P49327. recombinant FAS-TE, OMFH fluorogenic substrate, fluorescence endpoint. inhibition, % at 15 µM. 360,000 tested, 0.67% active. AID 602261;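 active = compounds whose normalised, plate-corrected inhibition of enzyme fluorescence in the single-dose primary screen is 50% or more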;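 also: 0% = DMSO with enzyme and 100% = substrate without enzyme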
# MLLE-PAM2 inh: blocks PAM2 peptide binding to the PABP1 MLLE domain | GST-MLLE / FITC-PAM2 fluorescence polarization | 360,000 tested, 0.36% active | inhibition, % at 20 µM | AID 588489; in the data active = inhibition above about 35%, passing the limit was not always enough;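 also: plate controls were DMSO wells with GST-MLLE for no effect and wells lacking GST-MLLE protein for full effect; some results filed as inactive read as strong as hits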
# Tb MetRS inh: blocks T. brucei methionyl-tRNA synthetase activity | purified T. brucei MetRS, ATP depletion, Kinase-Glo luminescence | inhibition, % at 11.9 µM | 360,000 tested, 0.4% active;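 active = inhibition above a per-plate cutoff of the control wells' mean inhibition plus 3 SD, cut at about 5.5% in these data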;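 also: 0% = DMSO wells median and 100% = median of wells with control inhibitor compound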
#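 Material: T. brucei methionyl-tRNA synthetase, purified; reagent: substrates ATP, L-methionine and bulk Escherichia coli tRNA; dosing: 11.9 µM single point; timing: 15 min plus 2 h at 25 °C; detection: luminescence of leftover ATP; evaluation: % inhibition; control set: DMSO-only wells as low control; replicates: singlicate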
# NRP1-CendR mod: modulators of CendR peptide binding to human neuropilin-1. O14786. FAM-RPARPAR peptide binding to NRP-1, fluorescence polarization. inhibition, % at 25 µM. 360,000 tested, 0.85% active;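 active = inhibition or corrected inhibition above about 18%, plus a signal ratio from 0.5 to 1.5, limit read from the data, passing the limit was not always enough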; also: strong numbers were not always called active
# MsrA inhibitor: inhibitors of bovine MsrA; purified bovine MsrA, absorbance read-out; inhibition, % at 15.5 µM; 360,000 tested, 0.75% active; AID 651718; in the data active = inhibition above about 4.5%;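 also: 0% = vehicle wells with enzyme and 100% = reference inhibitor wells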
# E coli Lon inh: E. coli protease La inhibition | purified E. coli Lon protease, fluorescence polarization | inhibition, % at 7.94 µM | 360,000 tested, 0.42% active | AID 602123; in the data active = inhibition above about 13%, passing the limit was not always enough;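 also: 0% = enzyme with probe and DMSO and 100% = no enzyme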
# Target sequence (P0A9M0 whole entry, looked up): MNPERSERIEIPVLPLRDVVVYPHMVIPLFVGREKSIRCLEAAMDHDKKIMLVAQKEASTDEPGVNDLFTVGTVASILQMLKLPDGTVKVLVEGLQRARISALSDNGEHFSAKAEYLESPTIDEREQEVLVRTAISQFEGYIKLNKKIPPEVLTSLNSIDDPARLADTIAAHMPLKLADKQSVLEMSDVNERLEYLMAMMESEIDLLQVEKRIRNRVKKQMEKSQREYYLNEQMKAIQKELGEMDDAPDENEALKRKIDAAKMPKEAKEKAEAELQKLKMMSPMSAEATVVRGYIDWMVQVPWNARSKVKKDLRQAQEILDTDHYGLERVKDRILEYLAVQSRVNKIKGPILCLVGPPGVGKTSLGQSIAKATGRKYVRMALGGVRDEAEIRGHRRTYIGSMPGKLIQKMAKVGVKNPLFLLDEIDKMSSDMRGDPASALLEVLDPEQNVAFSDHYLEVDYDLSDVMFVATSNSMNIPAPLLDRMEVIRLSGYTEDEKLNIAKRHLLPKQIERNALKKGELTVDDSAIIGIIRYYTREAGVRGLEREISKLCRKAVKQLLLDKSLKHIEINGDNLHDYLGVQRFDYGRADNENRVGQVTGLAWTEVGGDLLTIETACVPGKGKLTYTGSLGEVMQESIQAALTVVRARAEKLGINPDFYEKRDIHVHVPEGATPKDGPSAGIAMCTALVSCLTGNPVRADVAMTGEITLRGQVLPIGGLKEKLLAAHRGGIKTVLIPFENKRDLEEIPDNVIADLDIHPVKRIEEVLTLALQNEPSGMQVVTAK
# MT1-MMP act inh: blocks activation of human MT1-MMP; 360,000 tested, 0.061% active; GFP/RFP ratio change, % at 20 µM; HT1080 RFP-PRO-GFP cells, GFP/RFP ratio fluorescence, overnight; percent of plate control window, DMSO zero;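 active = GFP/RFP ratio change of at least 30% with cell ATP level not reduced by more than half and red fluorescence within 50% of control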; also: strong numbers were not always called active
#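 system = RFP-PRO-GFP reporter HT1080 cells | dosing = 20 µM single dose, 1% DMSO | timing = overnight cell settling, then overnight compound exposure, 37 °C, 5% CO2 | read-out basis = GFP/RFP fluorescence ratio | controls = DMSO and RFP-L50D-GFP cell wells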
# bovine MsrA act: bovine methionine sulfoxide reductase A activation | purified bovine MsrA, absorbance read-out | 360,000 tested, 0.3% active | activation, % at 10.6 µM; in the data active = activation above about 7.5%;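 also: 0% = vehicle and 100% = reference activator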
# Active calls of the source: *; · = not tested or not shown.
smiles,SKN-1 inh,FAS-TE inh,MLLE-PAM2 inh,Tb MetRS inh,NRP1-CendR mod,MsrA inhibitor,E coli Lon inh,MT1-MMP act inh,bovine MsrA act
COc1ccc(CN2C(=O)C(CC(=O)NCCCCc3ccccc3)CC(C(=O)N(C)C)=C2C)cc1 (stereo not given),-2.4,-6.2,-2.5,-0.8,-0.9,0.1,-2.1,2.7,-1.2
CCn1c(SCC(=O)NC2CCCCC2)nnc1-c1cc2cccc(OC)c2o1,44.6*,9.1,-114.2,-0.7,-12.4,-1.4,-1.7,2.2,-0.2
COc1cccc(/C=C2\SC(=S)N(CCCC(=O)N3CCCCC3)C2=O)c1,-3.9,10.3,-3.6,-1.0,-7.5,-0.4,-12.8,-2.1,-10.4
Nc1nnc(SCC(=O)Nc2cc(C(F)(F)F)ccc2N2CCOCC2)s1,-2.0,-6.5,11.1,-0.5,0.3,-0.4,5.3,5.4,-8.2
CC1CCN(C(=O)c2ccc(S(=O)(=O)Cc3cc(F)ccc3F)c([N+](=O)[O-])c2)CC1,4.0,13.5,13.9,-0.3,-6.6,2.0,4.5,-11.5,-2.6
CCC(NC(=O)c1ccc2nc(Cc3ccc(OC)cc3)oc2c1)c1ccncc1 (stereo not given),-1.8,-2.8,-7.3,-0.4,-3.1,1.2,-9.9,-7.0,-0.7
O=C(NC1CCCC1)C(c1ccco1)N1CCC(O)(c2ccc(Cl)cc2)CC1 (stereo not given),-4.3,·,·,-0.3,0.0,-0.7,·,1.3,·
CCC(=O)N1CCc2cc(S(=O)(=O)NC(C(=O)NC(C)c3ccccc3)C(C)C)ccc21 (stereo not given),-7.4,-3.4,-12.9,-0.4,-0.3,-1.2,1.7,4.0,-5.1
CCOC(=O)C1(Cc2cccc(OC)c2)CCN(C2CCOCC2)CC1,1.5,-3.1,13.3,-0.4,2.2,-1.0,-5.8,4.3,-3.6
CC(C)OC(=O)c1cccnc1N1CCN(c2ccc(F)cc2)CC1,3.0,11.1,0.1,-0.5,8.9,-0.3,7.6,-1.8,-1.6
Cn1c(=O)n(CC(=O)N2CCN(c3nnc(-c4ccccc4)c4ccccc34)CC2)c2ccccc21,-16.7,-9.6,-0.5,-1.2,7.2,-0.2,6.2,0.4,-11.5
O=C(c1cc2c(ccc3ccccc32)oc1=O)N1CCCC1,-2.8,-7.8,4.6,-0.1,-0.2,1.3,-9.4,-0.8,-9.2
CCc1ccc(NC(=O)CNC(=O)Cn2ccc3ccccc3c2=O)cc1,0.0,-6.4,7.0,0.0,5.3,-0.1,3.6,1.8,-1.4
Cc1ccc2[nH]c(C(F)(F)F)cc(=O)c2c1,6.6,-3.8,2.0,0.0,13.1,0.7,-5.5,7.6,-4.6
O=C(CCC(=O)N/N=C/c1ccc(Br)s1)NCc1ccccc1,-0.1,-5.4,12.2,0.4,-17.8,0.5,-5.7,-3.3,-3.2
Cc1nc2cc3ccccc3cc2n1C,5.7,-15.2,-0.8,-0.1,13.6,-1.4,-1.8,0.3,-1.4
O=C(OCc1nnc(-c2ccccc2)o1)C1CC(=O)N(CCc2ccccc2)C1 (stereo not given),-11.2,-5.0,-1.1,-0.5,-2.1,0.2,-5.2,·,-11.3
COc1cccc(Nc2nnc(SCn3nnc4ccccc4c3=O)s2)c1,6.9,-0.7,-28.1,-0.1,2.7,2.2,2.8,-5.3,0.4
COc1ccc(NC(=O)Nc2cccs2)cc1OC,-0.6,-4.3,23.6,0.5,-2.8,-0.5,-11.7,-4.8,-3.1
CC(C)Cc1nnc(NC(=O)c2cc(-c3ccncc3)nc3ccccc23)s1,-0.6,-1.6,-13.2,-0.3,-35.3,2.5,-12.7,9.2,-5.5
CC(CCc1ccccc1)NC(=O)C(=O)N1CCOCC1 (stereo not given),10.8,-3.0,10.1,0.5,4.5,0.1,-6.1,-1.4,-3.1
CCCNC(=O)C1(C)CCCN(C(=O)COCc2ccccc2)C1 (stereo not given),18.5,-5.3,-5.5,-0.2,-7.0,1.5,-5.8,0.7,-1.5
COCCNC(=O)c1onc(CSc2cccc(OC)c2)c1C(=O)NCCOC,-0.2,-13.6,-6.8,-0.3,-1.2,-0.1,-5.9,2.6,-0.5
CC(CCc1ccccc1)NC(=O)COC(=O)c1ccc(NC(N)=O)cc1 (stereo not given),7.2,-3.3,1.3,-1.1,-1.5,0.0,-4.4,2.4,-1.0
CC(=O)Nc1cccc2cc(O)ccc12,7.8,-8.8,10.6,-0.4,8.5,0.2,19.1,0.2,-1.8
O=C1C(=O)c2ccccc2C([O-])=C1[n+]1ccccc1,-18.8,-3.8,6.4,-0.6,-1.7,2.3,1.1,-8.1,-6.7
O=C(Nc1nnc(COc2ccc(F)cc2)s1)Nc1ccccc1F,12.9,-0.8,13.7,0.1,7.0,-1.0,8.7,-2.1,-0.9
Cc1ccc(CN(C(=O)c2csnn2)C(C(=O)NC2CCCC2)c2ccccn2)cc1 (stereo not given),-0.4,-3.0,-3.0,1.1,10.8,0.3,13.0,-0.7,-2.1
COc1ccccc1S(=O)Cc1ccc(C(=O)O)o1 (stereo not given),8.0,-4.7,1.9,0.1,-2.2,-1.0,13.1,1.0,-5.0
CC(=O)c1ccc(NC(=O)c2cc(-c3cccs3)on2)cc1,-10.4,-7.6,0.2,-0.3,2.9,-0.1,-1.6,2.1,-1.6
N=c1c(C(=O)NCc2ccc3c(c2)OCO3)cc2c(=O)n3ccccc3nc2n1CC1CCCO1 (stereo not given),-1.4,4.7,-8.8,-0.4,-9.5,0.0,-5.6,0.8,-1.6
COc1ccc(/C=C(\C#N)c2n[nH]c(Cn3cncn3)n2)cc1,8.8,0.1,0.5,-0.3,4.9,5.7*,4.1,0.9,-5.9
COc1ccccc1-n1nnnc1SCc1ccccc1,-7.8,6.0,-8.3,-0.7,3.8,-1.2,0.7,1.8,-5.3
O=CN1CCN(C(=O)Cc2ccc(Cl)cc2)CC1,8.5,-6.8,8.9,-0.1,0.3,-0.1,-5.5,-3.3,-3.5
O=C(Cn1c2ccccc2c(=O)c2ccccc21)N/N=C/c1ccc(N2CCCC2)c([N+](=O)[O-])c1,-10.6,-38.3,-9.1,-0.5,16.9,1.9,-2.8,-14.1,-1.1
CC1=CC2=NC(=O)/C(=C\c3ccc(-c4cccc(Cl)c4)o3)C(=N)N2O1,11.9,-6.4,-10.4,0.4,-26.6,-0.8,-29.5,-16.7,-3.4
C=C(C)CN(CC)c1ccc(N2C(=O)CCCC2=O)cc1[N+](=O)[O-],4.8,-7.9,10.1,-0.5,1.4,-0.9,-1.2,4.9,-0.7
O=C(Nc1ccc(S(=O)(=O)Nc2ncccn2)cc1)c1ccc(F)c(S(=O)(=O)N2CCOCC2)c1,4.5,-1.4,-8.4,1.1,-18.0,-0.1,5.4,-1.6,-0.3
COc1ccc(Nc2c3c(c(C#N)c4nc5ccccc5n24)CCC3)cc1,7.9,-4.7,-7.0,0.3,4.1,-0.6,0.6,-4.4,1.1
COc1ccccc1/C=C/C=N/N1CCN(Cc2ccccc2)CC1,0.7,-2.6,-12.3,-1.8,8.1,0.6,0.9,-4.1,-12.3
CCOc1ccc(S(=O)(=O)Nc2ccc(C(=O)N3CCC3)cc2)cc1,10.3,-3.2,7.0,-1.0,-6.7,0.8,-10.0,-1.8,-3.0
CC(C)Oc1ccc(C(CC(=O)O)NC(=O)Cc2ccccc2)cc1 (stereo not given),16.8,-3.1,-2.8,1.1,6.0,-0.2,-4.0,-1.1,-1.3
CCc1nc2c(OCCc3cccc(OC)c3)cccn2c1N(C)C(=O)c1ccc(C)cc1,3.2,7.2,-6.5,0.2,-2.4,0.8,-3.6,-6.0,-2.6
COc1ccc(-c2c(C)n([O-])c3c([n+]2=O)CCCCC3)cc1OC,0.0,-4.1,16.0,-0.9,3.2,0.3,0.3,-1.5,-8.4
Cc1ccc(C(=O)Nc2ccc(N3CCOCC3)nc2N2CCOCC2)cc1,8.4,-4.4,1.3,-0.6,3.6,-0.6,10.2,-1.2,-1.8
O=C(Oc1ccccc1-c1csnn1)c1cccs1,0.2,5.9,-10.6,0.3,9.8,-1.1,-2.8,-4.0,-4.7
COc1cccc(NC(=O)CSc2nc(=O)n(CCN(C)C)c3c2CCCC3)c1,-3.0,-6.1,-12.0,-0.5,-7.3,-0.1,-9.5,-2.9,-3.7
O=C(N/N=C/C(Br)=C/c1ccccc1)NC1CCCCC1,1.7,13.1,-11.3,-0.1,-1.2,-0.3,-1.5,2.9,-1.1
O=[N+]([O-])c1ccc2c(c1)c1ccccc1n2CCO,7.8,5.1,4.5,1.0,-7.8,0.5,-1.6,-0.4,-1.7
O=C(CN1CCCCC1)Nc1ccc(Br)cc1[N+](=O)[O-],9.9,3.1,-1.8,0.2,6.7,0.2,-2.9,2.1,-2.7

# (continued)
smiles,SKN-1 inh,FAS-TE inh,MLLE-PAM2 inh,Tb MetRS inh,NRP1-CendR mod,MsrA inhibitor,E coli Lon inh,MT1-MMP act inh,bovine MsrA act
Cc1c(NC(=O)NC2CCCCC2)cccc1[N+](=O)[O-],2.1,1.1,0.8,-0.9,-12.8,-0.1,-0.8,-1.2,-4.5
N#Cc1c(SCc2ccccc2)sc(C(=O)c2ccccc2)c1N,-25.1,2.8,7.6,-1.2,-9.5,-0.3,0.3,0.4,-5.4
O=C(NNC(=O)c1cccs1)c1ccc(F)cc1,9.4,-2.9,16.4,-1.0,15.4,0.2,4.4,0.8,0.6
NC(=O)C1CCN(c2oc(-c3cccs3)nc2S(=O)(=O)c2ccc(Cl)cc2)CC1,-2.2,5.9,14.6,-0.2,-1.3,1.7,-3.2,-5.1,4.0
CC(C)Cc1nnc(NC(=O)c2ccc3c(c2)OCCO3)s1,17.6,-0.4,-10.7,-0.4,3.5,0.0,-14.5,3.3,-3.9
C[C@H](NCCc1ccc(O)cc1)[C@H](O)c1ccc(O)cc1,-11.9,2.0,-8.3,-0.1,-7.2,-0.2,1.4,1.0,0.8
O=C(NCCSc1ccc(Cl)cc1)c1ccco1,15.7,-0.8,-3.8,0.4,14.2,-0.5,9.3,0.8,1.5
COC(=O)c1ccc(OC(=O)CCN2C(=O)C3C4c5ccccc5C(c5ccccc54)C3C2=O)cc1 (stereo not given),-16.2,34.1,0.2,-0.6,-3.7,-0.7,-0.6,-6.7,-1.5
COc1ccc(C(=O)OCC(=O)N2CCCCCC2)cc1S(=O)(=O)N1CCOCC1,-1.3,-6.6,-8.4,-0.4,-1.5,0.3,9.8,-0.7,0.1
CC1CCCN(C(=O)c2ccc3c(=O)n(C4CCCC4)c(=S)[nH]c3c2)C1 (stereo not given),11.6,7.5,-14.4,-0.3,7.6,-1.2,3.0,-5.3,1.6

# Full records from above. Order of screens: SKN-1 inh | FAS-TE inh | MLLE-PAM2 inh | Tb MetRS inh | NRP1-CendR mod | MsrA inhibitor | E coli Lon inh | MT1-MMP act inh | bovine MsrA act
# O=C(Nc1ccc(S(=O)(=O)Nc2ncccn2)cc1)c1ccc(F)c(S(=O)(=O)N2CCOCC2)c1 reads 4.5 | -1.4 | -8.4 | 1.1 | -18.0 | -0.1 | 5.4 | -1.6 | -0.3
# COc1ccc(Nc2c3c(c(C#N)c4nc5ccccc5n24)CCC3)cc1 reads 7.9 | -4.7 | -7.0 | 0.3 | 4.1 | -0.6 | 0.6 | -4.4 | 1.1

# Screens as filed in PubChem BioAssay.
